Bioassay records deposited in PubChem by National Center for Advancing Translational Sciences (NCATS).
AID inhibitor – activation induced cytidine deaminase inhibition; AID deamination FRET fluorescence, UDG-coupled, 4 h; 91,000 tested, 0.32% active; Potency, µM (doses to about 115 µM), for inactives: at the highest dose activity change, negative = inhibition, actives largely listed as inhibitors; further: nearly all actives have a fitted effect of over 25% in size
Target sequence (Q9GZX7 whole entry, looked up): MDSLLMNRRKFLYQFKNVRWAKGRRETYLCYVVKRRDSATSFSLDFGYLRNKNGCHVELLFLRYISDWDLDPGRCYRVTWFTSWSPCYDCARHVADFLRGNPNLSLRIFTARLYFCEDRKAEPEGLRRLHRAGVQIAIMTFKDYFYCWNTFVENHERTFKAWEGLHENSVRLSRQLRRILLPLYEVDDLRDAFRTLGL
UDG counterscr – UDG inhibition counter-screen; FRET deamination/UDG coupled assay, UDG read, 4 h; AID 1347430; 91,000 tested, 0.14% active; Potency, µM (top dose mostly 115 µM), for inactives: top-dose activity change, negative = inhibition, actives largely listed as inhibitors; further: nearly all actives have a fitted effect of over 65% in size
Active calls of the source: *; ? = inconclusive; [ ] = another dose, or the depositor's remark. The call rests on the fitted dose curve; in most records, active means well fitted curve in the direction sought with a large enough effect; inconclusive means small, poorly fitted or top-dose-only effect, or another doubt; inactive means no such curve, though single readings can be large; an effect the other way counts as inactive or inconclusive. On the % scale 0 is the no-effect control and ±100 the full control effect; potency means the concentration at half of the fitted maximal effect.

SMILES	AID inhibitor	UDG counterscr
COC(=O)c1ccc(OC(=O)c2cc(-c3ccc(OC)cc3)nc3c(C)cc(C)cc23)cc1	-9%	-7%
CCCc1nc(N2CCOCC2)c(C#N)c2c1CCCC2	-19%	-13%
Cc1c(CC(=O)N2CCN(C(=O)C3COc4ccccc4O3)CC2)c(=O)oc2c(C)c(O)ccc12 (centres undefined)	?	-12%
CCOC(=O)c1ccccc1NC(=O)Cn1cc(C(=O)c2cccc(OC)c2)c(=O)c2ccc(C)nc21	-2%	0%
CCc1cnc2c(c1SCC(=O)NCc1ccc(C)cc1)c(=O)n(C)c(=O)n2C	7%	0%
CC(C)(CC(=O)O)CC(=O)Nc1cccc2ccccc12	44%[activator]	-10%
Cc1ccc(-c2nn(CC(=O)Nc3ccc(C(=O)N(C)C)cc3)c(=O)c3ccccc23)cc1	-2%	7%
CCOc1ccc(NC(=O)c2nn(CC(C)C)c(=O)c3ccccc23)cc1S(=O)(=O)N1CCCC1	-3%	-10%
CC(=O)Nc1c(C)nn(-c2ccccc2)c1N1CCC(C(=O)NCc2ccc(F)cc2)CC1	4%	4%
CCn1c(/C=C/c2cn(C)c3ccccc23)nc2ccccc2c1=O	-20%	-4%
CN(C)c1ccc(NC(=O)N2CCN(c3cnccn3)CC2)cn1	-2%	14%
COc1ccccc1N1CCN(c2nc(CSc3ccc(C)cc3)cc(=O)[nH]2)CC1	-10%	-24%
CC(C)C(Br)C(=O)Nc1ccc(Cl)c(Cl)c1 (centres undefined)	-7%	3%
COc1cccc(CNC(=O)Cn2nc(C)c3sc4ccccc4c3c2=O)c1OC	5%	7%
O=C(NC/C(=N/NC(=O)c1cccnc1)c1ccccc1)c1ccccc1	-6%	-8%
CCOc1cc(/C=C2/NC(=O)NC2=O)cc(Cl)c1OCc1ccc(Cl)c(Cl)c1	-7%	-2%
CCOc1ccc(S(=O)(=O)Nc2ccccc2)cc1-c1nc2c(C(C)(C)C)nn(C)c2c(=O)[nH]1	-3%	2%
CN(C)S(=O)(=O)N1CCC(n2cnc3cccnc32)CC1	10%	-6%
CC(=O)c1ccc(SCC(=O)NCCC2=CCCCC2)c(F)c1	-1%	3%
COc1cccc(CC(=O)NC(c2ccccc2)c2ccccc2)c1	-27%	-19%

The final 3 entries of the part before come first, to join the parts:
SMILES	AID inhibitor	UDG counterscr
CN(C)S(=O)(=O)N1CCC(n2cnc3cccnc32)CC1	10%	-6%
CC(=O)c1ccc(SCC(=O)NCCC2=CCCCC2)c(F)c1	-1%	3%
COc1cccc(CC(=O)NC(c2ccccc2)c2ccccc2)c1	-27%	-19%
CCOc1ccc(Nc2ncnc3c2nc2n3CCCC2)cc1	-14%	-12%
N#C/C(=C/c1ccc(O)cc1)c1nc(C2CC2)cs1	2%	5%
CC(C)Cc1ccc(C(C)NC(=O)CCNC(=O)C(C)(C)C)cc1 (centres undefined)	-7%	-11%
CC1CCC(NC(=O)c2ccc3ncsc3c2)CC1 (centres undefined)	-1%	1%
Cc1cccc(OCCN(C)Cc2cc(=O)oc3c(C)c(O)ccc23)c1	-4%	-2%
CCOc1ccc(CCNC(=O)c2ccc(CS(=O)Cc3ccc(Cl)cc3)o2)cc1 (centres undefined)	6%	-4%
COc1ccc(C(CNC(=O)c2oc3cc(C)c(C)cc3c2C)N2CCCCC2)cc1 (centres undefined)	-3%	-12%
Cc1cccc(NC(=O)c2c(NC(=O)c3cccs3)sc3c2CCC(C)C3)c1 (centres undefined)	51%[activator]	?
COc1ccc(NC(=O)N2CCN(S(=O)(=O)c3ccc4c(ccn4C)c3)CC2)cc1OC	-28%	?
O=C(NC1CCCC1)c1cc2c(F)cccc2s1	1%	-8%
Cc1ccc(CCNC(=O)C2CC(=O)N(CCc3ccccc3)C2)cc1 (centres undefined)	-3%	-9%
COc1ccccc1CNC(=O)Cn1ncc2c3ccccc3n(Cc3ccccc3C)c2c1=O	0%	-11%[57.5 µM]
Cc1ccc(NC(=O)CCS(=O)(=O)c2ccc3nc(C)sc3c2)c(C)c1	-13%	?
O=C(NCc1ccc(Cl)cc1)c1cnc(N2CCOCC2)c2ccccc12	-15%	0%
Cc1ccc(NC(=O)C23CC4CC(CC(C4)C2)C3)cc1Cl	-6%	0%
COc1ccc(Nc2ncc(C(=O)Nc3cc(Cl)c(OC)cc3OC)c3ccccc23)cc1	-11%	0%
Cc1cccc(C(=O)NCC(c2ccco2)S(=O)(=O)c2cccs2)c1 (centres undefined)	-7%	1%
CCC(=O)N1CCc2cc(CNC(=O)Nc3cc(Cl)ccc3C(=O)OC)ccc21	-2%	?
COc1ccccc1NC(=O)C(C)OC(=O)c1cccnc1 (centres undefined)	-6%	-3%
Cn1c(=O)oc2cc(S(=O)(=O)N3CCC(C(=O)N4CCN(c5ccc(Cl)cc5)CC4)CC3)ccc21	-8%	-5%

Copied from the list:
Under AID inhibitor, COc1ccc(Nc2ncc(C(=O)Nc3cc(Cl)c(OC)cc3OC)c3ccccc23)cc1 reads -11%
Under UDG counterscr, Cn1c(=O)oc2cc(S(=O)(=O)N3CCC(C(=O)N4CCN(c5ccc(Cl)cc5)CC4)CC3)ccc21 reads -5%
Under AID inhibitor, CCOC(=O)c1ccccc1NC(=O)Cn1cc(C(=O)c2cccc(OC)c2)c(=O)c2ccc(C)nc21 reads -2%
Under UDG counterscr, CC(C)(CC(=O)O)CC(=O)Nc1cccc2ccccc12 reads -10%
Under AID inhibitor, CN(C)S(=O)(=O)N1CCC(n2cnc3cccnc32)CC1 reads 10%
Under UDG counterscr, O=C(NC1CCCC1)c1cc2c(F)cccc2s1 reads -8%

Carrying on:
SMILES	AID inhibitor	UDG counterscr
Cc1c(Cl)cccc1NC(=O)c1cccc(NC(=O)N2CCSc3ncccc32)c1	-5%	-3%
CCc1ccccc1NC(=O)c1cc(S(=O)(=O)NC2CCCC2)ccc1F	-5%	0%
CN(C)CCCN1c2ccccc2CCc2ccc(Cl)cc21	-18%	-7%
CC(C)c1ccc(-c2csc(N=C(N)N)n2)cc1	-5%	-4%
CN1CCC(NC(=O)CCc2ncc(-c3ccc(F)cc3)o2)CC1	-2%	-8%
O=C(CSc1ncnc2cc(-c3ccc(F)cc3)sc12)NC1CCCC1	-3%	2%
Cc1ccc(S(=O)(=O)N2CCc3cc(C(=O)Nc4ccc(C)c(C)c4)ccc32)cc1	13%	1%
C=C(C)[C@@H]1CCC2(COC(C)=O)CC[C@]3(C)C(CCC4[C@@]5(C)CCC(=O)C(C)(C)C5CC[C@]43C)C12 (some centres undefined)	-6%	-5%
COc1cccc(CNC(=O)Cc2ccc(NC(=O)N3CCSc4ncccc43)cc2)c1OC	2%	-28%
Cc1ccc(NC(=O)c2sc3ncn(Cc4cccc(F)c4)c(=O)c3c2C)c(Br)c1	170%	-13%[57.5 µM]
CC(=O)Nc1ccc(NC(=O)CCS(=O)(=O)c2ccc3c(c2)CC(=O)N3C)cc1	6%	-22%
CC/C=C(/C)C(=O)NC(C)c1cc(C)sc1C (centres undefined)	-1%	3%
Cn1nnc2c(N3CCN(c4ccc(F)cc4)CC3)ncnc21	-24%	-5%
Cc1ccc(NC(=O)NCCOCCn2c(=O)oc3ccccc32)cc1F	6%	2%
C/C=C/C=C/C(=O)NC(C)c1ccc(F)c(F)c1 (centres undefined)	1%	-4%
CCCn1c(=O)c2[nH]c(C3CCCC3)nc2n(CCC)c1=O	7%	0%
CCS(=O)(=O)NCC(c1ccco1)N1CCN(c2ccc(OC)cc2)CC1 (centres undefined)	1%	-9%[57.5 µM]
Cc1ccc(-c2nc3scc(CCNS(=O)(=O)c4ccc(Oc5ccccc5)cc4)n3n2)cc1	-4%	-1%
Cc1cccc(CCCCCCCCCCCC(=O)O)c1	?	1%
CCC(C(=O)NC12CC3CC(CC(C3)C1)C2)c1ccccc1 (centres undefined)	-4%	-2%
Cc1cccc(C(=O)Nc2sccc2C#N)c1	38%[activator]	5%
CCc1ccc(CNC(=O)c2cc(-c3ccc(Br)s3)nc3ccccc23)cc1	4%	8%
CC(=O)N1CCC2(CC1)Oc1ccc(Br)cc1C1CC(c3cccnc3)=NN12 (centres undefined)	-15%	11%
COc1ccc(CNC(=O)Cn2ncc3c4ccccc4n(Cc4cccc(Cl)c4)c3c2=O)cc1	10%	-3%
COC(=O)c1c(NC(=O)Cc2coc3cc(C)ccc23)sc2c1CCC2	15%	-10%
COCCN(CCOC)S(=O)(=O)c1ccc(C(=O)Nc2sc3c(c2C(N)=O)CCCC3)cc1	49%[activator]	22%
COc1ccc(-c2noc(N3CCC(C(=O)N4CCN(c5cccc(C)c5C)CC4)CC3)n2)cc1	6%	-6%
Cc1nn(-c2ccccc2)c(C)c1CN(C)C(=O)CNC(=O)c1ccc(C(C)(C)C)cc1	-4%	-7%
CC/C(=N\NC(=O)C1CC1c1ccccc1)c1ccc(C)cc1 (centres undefined)	-9%	0%
CCOC(=O)c1c(-c2ccc(Br)cc2)csc1NC(=O)c1ccccc1F	14%	-12%
COc1cc(NC(=O)CN2CCN(S(=O)(=O)c3ccc(Br)cc3)CC2)cc(OC)c1	-9%	-16%
Cc1ccc(COc2cccc(CNC3CC3)c2)cc1	-5%	-7%
Cc1cccc(C)c1NC(=O)C1CCCCC1	7%	11%
Cc1cc(C)cc(-n2ccn(CC(=O)Nc3ccc(Br)cc3)c(=O)c2=O)c1	-6%	-11%
COc1ccc(C(=O)Oc2cc(C)ccc2Cl)cc1OC	5%	10%
Cc1ccccc1N(CC(=O)NCCN1CCOCC1)S(=O)(=O)c1ccccc1	-14%	-15%
Cc1ccc(Cl)cc1NC(=O)C(=O)NCC(c1cccnc1)N1CCc2ccccc21 (centres undefined)	-5%	2%
CC(C)CCOc1ccc(Cn2c(=O)oc3ccccc32)cc1	5%	-19%[57.5 µM]
COc1ccc(-c2cnnn2-c2ccc(NC(=O)c3ccccc3OC)cc2)cc1	?	-15%
CSc1ncc2c(n1)-c1ccccc1N(Cc1ccccc1)S2(=O)=O	93%[activator]	1%
CCCn1nc(C(=O)Nc2cc(C)ccc2OC)c2ccccc2c1=O	-15%	-3%
CC(=O)c1ccc(N2CCN(C(=O)CCn3cnc4onc(-c5ccc(F)cc5)c4c3=O)CC2)cc1	-28%	0%
COc1cccc(C(=O)Nc2c(C(=O)Nc3ccc(F)cc3)oc3ccccc23)c1OC	1%	7%
CC(NC(=O)CSC1=NCCS1)C1CC2CCC1C2 (centres undefined)	3%	10%
CC(C)OC(=O)C(C)(C)Oc1ccc(C(=O)c2ccc(Cl)cc2)cc1	-10%	-7%
COCc1ccc(CNC(=O)/C=C/c2ccc(C)s2)cc1	-13%	-8%
CCOc1ccc(-c2nc(N)ncc2Oc2cccc(OC)c2)c(O)c1	6%	4%
Cc1ccc(-c2ccc3c(N)c(C(=O)Nc4cccc(C)c4)sc3n2)cc1	-6%	-15%
CC(=O)Nc1ccc(S(=O)(=O)NCc2ccc(C(=O)NCc3ccc(Cl)cc3)cc2)cc1	-10%	-7%
CCC(Oc1ccccc1)C(=O)Nc1ccccc1OCc1cc(=O)n2ccccc2n1 (centres undefined)	4%	8%
COc1ccc(C(C)=O)cc1COC(=O)C1(c2ccc(Cl)cc2)CCCC1	-15%	-10%
CCCCCC1CCc2nc(/C=C/c3ccccc3)ccc2C1 (centres undefined)	-1%	-1%
CCCn1c(SCc2nc(-c3ccc(OC)c(OC)c3)no2)nnc1-c1ccccc1	2%	?
CC(C)C(=O)NCCNC(=O)c1cc(-c2ccncc2)nc2ccccc12	9%	3%
CC1CCCN(S(=O)(=O)c2ccc3[nH]c(=O)cc(C(=O)NCCc4ccc(Cl)cc4)c3c2)C1 (centres undefined)	1%	9%
CNC(=O)NC(=O)C(C)Sc1ccc(F)cc1 (centres undefined)	9%	4%
O=C(NC1CCN(CCCc2nc3ccccc3o2)CC1)C1CCCCC1	-4%	0%
COc1ccc(-c2noc(N(c3cccc(Cl)c3)c3nc(-c4ccc(OC)c(OC)c4)no3)n2)cc1OC	3%	-1%
O=C(NCCn1cc(SCc2ccccc2Cl)c2ccccc21)c1cccs1	?	-11%
CCc1ccc(NCc2cc3cc4c(cc3n(CC(=O)Nc3ccc(OC)cc3)c2=O)OCO4)cc1	-28%	-14%
COc1cccc(CNCCSc2nnnn2C)c1OCc1ccccc1Cl	-14%	-10%
Cc1cc(NC(=O)COC(=O)c2cnccn2)ccc1Br	-4%	-4%
CC(=O)c1c(C)n(-c2ccc(Cl)cc2)c2ccc(OCC(N)=O)cc12	-5%	-5%

Whole records, looked up by structure. Screens in order: AID inhibitor	UDG counterscr
`COc1ccc(-c2noc(N(c3cccc(Cl)c3)c3nc(-c4ccc(OC)c(OC)c4)no3)n2)cc1OC` across the screens: 3%	-1%
`CCCCCC1CCc2nc(/C=C/c3ccccc3)ccc2C1` (centres undefined) across the screens: -1%	-1%
`CC(C)OC(=O)C(C)(C)Oc1ccc(C(=O)c2ccc(Cl)cc2)cc1` across the screens: -10%	-7%
`CNC(=O)NC(=O)C(C)Sc1ccc(F)cc1` (centres undefined) across the screens: 9%	4%

These rows are one share of the data; rates above refer to the full screens.
